# From PubChem
# mIAP block = inhibitors of mouse IAP, primary screen, biochemical, luminescence, uHTS | intestinal alkaline phosphatase [Mus musculus] | purified mouse IAP, CDP-Star luminescence, 30 min | inhibition, % at 10 µM | hit rate 0.2% among 330,000;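 active = inhibition of at least 40% at 10 µM in the primary screen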;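 also: plate controls were DMSO with enzyme for no effect and no enzyme wells for full effect; values of inactives mirror those of a sister screen read the other way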
# hIAP act = human IAP activators, primary screen, biochemical, luminescence, uHTS | Intestinal-type alkaline phosphatase (Homo sapiens), P09923 | hit rate 0.16% among 330,000 | activation factor at 10 µM | purified human IAP, CDP-Star luminescence, 30 min; active compounds read high; 1 = vehicle-only enzyme, 0 = enzyme-free background;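 active = activation factor of the enzyme at least 2-fold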; also: the source names both 10 and 20 µM as test concentration; values of inactives mirror those of a sister screen read the other way
# Target sequence (P09923 whole entry, looked up): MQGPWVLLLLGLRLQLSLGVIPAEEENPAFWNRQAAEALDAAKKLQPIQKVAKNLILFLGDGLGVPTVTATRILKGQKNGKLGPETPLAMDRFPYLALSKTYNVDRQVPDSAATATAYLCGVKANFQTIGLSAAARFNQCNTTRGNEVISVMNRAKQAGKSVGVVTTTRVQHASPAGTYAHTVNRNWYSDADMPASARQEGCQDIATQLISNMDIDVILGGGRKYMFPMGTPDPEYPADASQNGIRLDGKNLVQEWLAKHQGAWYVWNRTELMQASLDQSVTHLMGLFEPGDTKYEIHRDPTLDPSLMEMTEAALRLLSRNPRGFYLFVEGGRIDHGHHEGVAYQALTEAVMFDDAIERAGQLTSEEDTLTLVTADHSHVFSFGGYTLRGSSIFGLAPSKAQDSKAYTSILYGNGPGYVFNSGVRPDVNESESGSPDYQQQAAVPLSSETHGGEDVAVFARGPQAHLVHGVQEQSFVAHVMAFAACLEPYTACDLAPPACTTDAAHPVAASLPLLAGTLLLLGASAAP
# hIAP block = human IAP inhibitors, primary screen, biochemical, luminescence, uHTS; Intestinal-type alkaline phosphatase (Homo sapiens), P09923; purified IAP, CDP-Star luminescence, 30 min; inhibition, % at 10 µM; hit rate 0.12% among 330,000;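 active = inhibition reaching a set limit with compound at 10 µM in the primary screen, cut at about 35% in these data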;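 also: plate controls were DMSO wells with enzyme for no effect and no-enzyme buffer wells for full effect; values of inactives mirror those of a sister screen read the other way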
# A3G deaminase = APOBEC3G DNA deaminase inhibitors, primary screen, biochemical, fluorescence, single-stranded DNA substrate, uHTS | DNA dC->dU-editing enzyme APOBEC-3G (Homo sapiens), Q9HC16 | recombinant A3G, ssDNA deamination FAM/TAMRA fluorescence | inhibition, % at 20 µM | hit rate 0.28% among 330,000 | AID 493012, 2011;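 active = inhibition of at least 40% at 20 µM, with no more than 30% in the related APOBEC3A deaminase screen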;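 also: plate controls were DMSO wells with A3G for no effect and wells lacking A3G enzyme for full effect; some compounds called inactive have numbers as strong as hits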
# Target sequence (Q9HC16 whole entry, looked up): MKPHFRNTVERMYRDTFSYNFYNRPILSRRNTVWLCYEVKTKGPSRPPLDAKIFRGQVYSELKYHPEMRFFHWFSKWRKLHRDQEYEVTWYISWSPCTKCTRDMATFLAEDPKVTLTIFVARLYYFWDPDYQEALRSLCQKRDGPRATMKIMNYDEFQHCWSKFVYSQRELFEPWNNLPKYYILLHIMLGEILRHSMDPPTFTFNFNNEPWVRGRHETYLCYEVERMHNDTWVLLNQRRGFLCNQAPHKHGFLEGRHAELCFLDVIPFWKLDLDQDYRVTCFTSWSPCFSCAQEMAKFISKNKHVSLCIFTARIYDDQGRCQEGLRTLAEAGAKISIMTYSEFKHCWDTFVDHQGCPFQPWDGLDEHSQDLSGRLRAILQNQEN
# A3A deaminase = APOBEC3A ssDNA deaminase inhibitors, primary screen, selectivity assay for APOBEC3G inhibitor project, biochemical, FAM/TAMRA oligo cleavage fluorescence; hit rate 0.41% among 330,000; AID 493011, 2011; recombinant A3A, FAM/TAMRA ssDNA deamination fluorescence; inhibition, % at 20 µM; DNA dC->dU-editing enzyme APOBEC-3A (Homo sapiens), P31941;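 active = at least 40% inhibition at 20 µM here, with at most 30% in a related deaminase screen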;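 also: plate controls were A3A with DMSO for no effect and wells lacking A3A enzyme for full effect; some results filed as inactive read as strong as hits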
# Target sequence (P31941 whole entry, looked up): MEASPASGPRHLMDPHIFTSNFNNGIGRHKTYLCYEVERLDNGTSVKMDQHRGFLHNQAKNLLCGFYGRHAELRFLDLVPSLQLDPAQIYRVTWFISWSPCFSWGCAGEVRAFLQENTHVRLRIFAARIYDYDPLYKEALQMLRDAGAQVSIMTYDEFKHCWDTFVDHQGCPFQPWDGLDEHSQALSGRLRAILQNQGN
# mIAP act = activators of mouse IAP, primary screen, biochemical, luminescence, uHTS | muIAP, CDP-Star luminescence, 30 min; active compounds read high; 1 = vehicle-only enzyme signal, 0 = enzyme-free wells | activation factor at 10 µM | hit rate 0.24% among 330,000 | intestinal alkaline phosphatase [Mus musculus];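 active = activation factor of at least 2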; also: the source names both 10 and 20 µM as test concentration; values of inactives mirror those of a sister screen read the other way
#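 Assay system: mouse IAP enzyme / Compound: DMSO-dissolved test compounds / Timing: 30 min, room temperature / Measured by: luminescence from enzymatic CDP-Star hydrolysis / Control set: DMSO-only wells, enzyme-free buffer wells as negative control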
# NR3A LBD binder = binders of NR3A ligand-binding domain, primary screen, biophysical, differential scanning fluorimetry, uHTS; NR3A LBD differential scanning fluorimetry, Tm shift; 0% = protein alone, 100% = glycine-bound protein; Tm shift relative to glycine control, % at 25 µM; Glutamate receptor ionotropic, NMDA 3A (GRIN3A) ligand-binding domain; AID 1259313, 2017; hit rate 2.5% among 340,000;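 active = melting temperature shift of at least 10% of the positive control shift, at one fixed dose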
# beta cell repl = inducers of MIN6 beta-cell proliferation, primary screen, ATP luminescence, uHTS; hit rate 0.29% among 330,000; proliferation, % at 10 µM; MIN6 cells proliferation, ATPlite luminescence, 48 h; cells starved in 0.2% serum; 100% = growth in 10% serum;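 active = compounds whose signal lies at least 3.5 SD above the mean of all wells on their plate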;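 also: 0% = DMSO-treated cells in low-serum medium and 100% = 10% serum control; some compounds called inactive have numbers as strong as hits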
# MPTP block = mitochondrial permeability transition pore inhibitors, primary screen, biochemical, isolated mouse mitochondria, absorbance | Ca2+ swelling absorbance, 30 min | inhibition, % at 10 µM | hit rate 1.4% among 360,000 | AID 602449, 2012;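 active = inhibition of 50% or more, scaled per plate between neutral and stimulator controls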;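 also: 0% = DMSO wells given calcium and 100% = 1 mM EGTA wells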
# * marks the source's active call; other numbers are inactive results; / = not tested or not shown. Rows were taken by chance. About 5% of those tested had a hit in this group.
# A first look:
SMILES,mIAP block,hIAP act,hIAP block,A3G deaminase,A3A deaminase,mIAP act,NR3A LBD binder,beta cell repl,MPTP block
COc1ccc(F)cc1C(=O)C1CCCN(Cc2cccn2-c2ccccn2)C1 (centres undefined),7,1,0,-5,-3,0.93,-1,-3,-0.2
CCOC(=O)C1CCN(Cc2cnc(Oc3ccc(N)cc3)s2)CC1,-3,1.1,-9,0,1,1,-3,1,-0.5

# The list itself, from the start:
SMILES,mIAP block,hIAP act,hIAP block,A3G deaminase,A3A deaminase,mIAP act,NR3A LBD binder,beta cell repl,MPTP block
COc1ccc(F)cc1C(=O)C1CCCN(Cc2cccn2-c2ccccn2)C1 (centres undefined),7,1,0,-5,-3,0.93,-1,-3,-0.2
CCOC(=O)C1CCN(Cc2cnc(Oc3ccc(N)cc3)s2)CC1,-3,1.1,-9,0,1,1,-3,1,-0.5
O=C(/C=C\c1ccc(-c2cccc([N+](=O)[O-])c2)o1)N1CCOCC1,-2,0.84,16,-10,-1,1,2,0,-0.5
CCN(C(=O)c1ccc(S(C)(=O)=O)cc1)C12CC3CC(CC(C3)C1)C2,-1,0.81,19,0,0,1,-1,-1,1.1
O=C(C=C1NCCN1)c1ccccc1,-18,1.1,-11,-5,-2,1.2,-1,-2,-0.3
COC(=O)c1oc2ccc(Cl)cc2c1N,3,1,-2,-7,-5,0.97,-1,0,-0.1
Cc1ccc(-c2nnn(CC(=O)N(c3ccccc3F)C(C(=O)NCC3CCCO3)c3c[nH]c4ccccc34)n2)cc1 (centres undefined),-14,1,-3,-3,-2,1.1,-2,-6,1.4
O=C(CCNC(=O)c1ccc([N+](=O)[O-])cc1)Nc1nccs1,-6,1.1,-7,13,47*,1.1,1,-4,0.2
O=C(Nc1ccc(Br)cc1Cl)Nn1cnnc1,2,1,-4,-3,-3,0.98,-2,4,-0.6
Cc1cc(C(=O)OCn2nnc3ccccc3c2=O)c(C)n1-c1ccccc1,2,1.1,-11,-8,-8,0.98,1,-4,0.6
Cc1ccccc1NC(=O)COc1coc(CN2CCN(c3ccccc3)CC2)cc1=O,-7,1.1,-13,-10,-1,1.1,2,-2,-0.4
Cc1ccc(-c2ccc(/C=N\NC(=O)C3C(=O)NCC3c3ccccc3)o2)cc1Cl (centres undefined),14,0.88,12,-1,-1,0.86,1,-6,-6.9
Cc1ccc(O)c(-c2cc(-c3cccc(Br)c3)n[nH]2)c1,-16,1.6,-62,-5,-4,1.2,28*,-6,4.6
COc1cc2nc(CN3CCN(C(c4ccccc4)c4ccccc4)CC3)[nH]c(=O)c2cc1OC,-12,1.3,-27,-1,2,1.1,/,-4,/
O=C(CC(NC(=O)c1ccccc1Cl)c1ccccc1)Nc1ccc2c(c1)OCO2 (centres undefined),-35,0.98,2,-4,6,1.4,-1,1,5.8
COc1ccc(C)cc1NC(=O)CN(C)S(=O)(=O)c1ccc2c(c1)CCCN2C(C)=O,4,1.1,-14,-6,-3,0.96,-5,1,-0.4
Cc1cccc(CCN2C(N(C)C)=NC[C@@H]2Cc2ccccc2)c1,-16,1.1,-6,-6,-2,1.2,-1,-5,0.8
CC(=O)NC(=S)Nc1ccccc1N1CCCCC1,0,1.1,-11,-5,-1,0.99,13*,3,0.2
CCCOc1ccc(NC(=O)C(=O)NCCCn2ccnc2)cc1,-13,1,-5,-8,-2,1.1,0,-3,-0.5
O=C(CSc1nnc(CNC(=O)c2ccc(F)cc2)o1)Nc1ccc2c(c1)OCCO2,6,1.1,-5,2,0,0.94,-2,-1,-1.6
CC(=O)Nc1ccc(-c2csc(NC=C3C(=O)OC(C)(C)OC3=O)n2)cc1,7,1.1,-6,-4,0,0.93,-1,-3,-3.4
O=C(CNC(=O)c1ccc(-c2ccccc2)cc1)OCc1c(F)cccc1Cl,8,0.96,4,-6,-4,0.92,-5,-1,8.4
N#C/C(=N\Nc1ccc(Cl)c(Cl)c1)C(=O)C1CC1,13,0.87,13,-3,-3,0.87,12*,-6,48
Cc1noc(NS(=O)(=O)c2ccc(NC(=O)C(C)(C)C)cc2)c1C,2,1.1,-12,-8,-5,0.97,1,-2,-0.5
Cc1cccc(NS(=O)(=O)c2cccc(C(=O)N3CCN(c4ccccn4)CC3)c2)c1,12,1.2,-17,-5,-1,0.88,-1,0,2.5
COc1ccc(COC(=O)CN2C(=O)NC3(CCCC3)C2=O)cc1F,8,0.97,3,-13,-5,0.92,-1,2,-0.5
COc1ccc(CNC(=O)c2cc(-c3ccncc3)nc3c(C)cc(C)cc23)cc1OC,0,1.1,-8,-12,0,1,-2,-4,-1.6
CS(=O)(=O)N(CC(=O)N1CCCCCC1)c1cccc(Cl)c1Cl,-1,0.91,9,-3,8,1,-1,2,0.0
COc1ccc(CCNC(=O)CCS(=O)(=O)c2ccc3nc(C)sc3c2)cc1OC,5,0.77,24,-1,-1,0.95,0,6,0.4
Clc1cccc(Cl)c1CSc1nnc(-c2ccncc2)s1,2,2.1*,-106,9,3,0.98,1,-4,2.1
Cn1cccc1C(=O)NCc1ccc(S(N)(=O)=O)cc1,2,0.98,2,-10,-2,0.98,-1,-2,0.5
O=C(COC(=O)COc1cccc(C(F)(F)F)c1)NC(=O)NC1CCCCC1,-6,1.2,-20,-5,4,1.1,-7,-2,0.1
CCn1cc(/C=C(\NC(=O)c2ccc(C)cc2)C(=O)NCCCN2CCOCC2)c2ccccc21,-4,1.2,-21,2,-1,1,-5,-3,0.8
O=C(O)c1cc(Cl)c(Cl)cc1C(=O)Nc1cccc2ncccc12,3,0.91,9,-4,-3,0.97,2,-5,-0.6
CC1(C)OC(=O)N(NCc2ccccc2)C1(C)O (centres undefined),0,0.9,10,-3,-3,1,-3,-4,-1.2
COCCNC(=O)C(c1ccc(C)cc1)N(Cc1ccccc1)C(=O)CCC(=O)Nc1ccccn1 (centres undefined),-8,1.1,-7,-11,-3,1.1,0,4,-1.7
C/C(=N\NC(=O)c1ccc(Cl)c(Cl)c1)c1cccc(NC(=O)C(C)C)c1,2,1.1,-6,-6,-3,0.98,-6,-2,0.6
CCNC(=O)NC(=O)C(C)OC(=O)c1oc2ccc(OC)cc2c1C (centres undefined),4,0.9,10,-8,-6,0.96,0,-3,1.4
O=C(OCC(=O)N1N=C(c2ccc(Cl)cc2)CC1c1ccco1)c1ccccc1O (centres undefined),-1,0.93,7,2,2,1,1,-3,0.0
CCN1C(=O)[C@H]2[C@H]3CN=C(SC)N3[C@@](Cc3ccccc3)(C(=O)OC)[C@H]2C1=O,-6,/,/,-2,3,1.1,-1,/,0.0
O=S(=O)(c1ccc(N2CCCC2)nc1)N1CCCC1,-1,0.99,1,-3,2,1,2,-1,-1.1
CC(=O)N1[C@H](Cc2ccccc2)C=C[C@]1(C)C(=O)NCCc1c[nH]c2ccccc12,-4,0.8,20,-9,-5,1,-1,1,3.1
CC(C(=O)O)n1cc(Cl)cn1 (centres undefined),-2,1.1,-8,-4,-1,1,0,2,-1.1
CCOc1ccc(CCNC(=O)C2=C(C)C(=O)OC23CCC(C)CC3)cc1OCC (centres undefined),2,0.87,13,-2,-2,0.98,-4,3,0.1
CCOCCCNC(=O)Cn1nc(-c2ccccc2)ccc1=O,-10,1,0,-11,-1,1.1,1,-2,-3.1
O=C(Nc1nncs1)C1CCCC1,5,1.1,-6,-3,1,0.95,0,-3,0.0
C[C@H](NC(=O)N1CCn2c1nc1ccccc12)C(=O)NCc1ccco1,4,1,0,-8,-8,0.96,-1,-3,-1.0
CC1(C(=O)O)C=CCN1C(=O)c1ccccc1 (centres undefined),7,0.97,2,-5,-1,0.93,1,-4,-1.1
C[C@H](CO)N1C[C@H](C)[C@@H](CN(C)C(=O)Nc2ccc(C(F)(F)F)cc2)Oc2ccc(NS(=O)(=O)c3ccc(F)cc3)cc2C1=O,-9,0.85,15,2,-1,1.1,-6,0,2.4
O=C(CSc1ccc(Br)cc1)NC1CCS(=O)(=O)C1 (centres undefined),6,1.2,-21,-5,-2,0.94,2,-2,-0.5
Cc1ccc(C2C(=O)N(C3CCC(C)CC3)CC(=O)N2C2CCCC2)cc1 (centres undefined),-6,0.86,14,1,2,1.1,0,-3,6.5
CCOc1ccc(CNC(=O)c2ccco2)cc1,-2,0.94,6,-5,3,1,0,2,-0.5
CCOC(=O)C1CCCN(CC(=O)Nc2c(C(=O)OC)[nH]c3ccc(Cl)cc23)C1 (centres undefined),6,0.92,8,-2,-18,0.94,-2,-1,0.5
O=C(NCc1ccco1)c1cc(-c2ccccc2)on1,12,0.97,3,-2,0,0.88,11*,-3,0.6
COc1ccc(C(=O)CSc2nnc(C3CC3)n2N)cc1,17,0.98,2,-9,0,0.83,3,-1,-0.7
COc1ccc(OC)c(/C=C/C(=O)OCC(=O)N2CCN(S(=O)(=O)c3ccc(C)cc3C)CC2)c1,-7,1,-4,-3,1,1.1,-6,-4,1.6
CCCc1n(CC(O)COCc2ccccc2)c2ccccc2[n+]1C (centres undefined),8,0.93,7,8,58*,0.92,-1,4,-0.7
O=[N+]([O-])c1cccc(-c2nnc3n2CCCCC3)c1,-5,0.96,4,2,2,1.1,-4,-2,-0.5
O=c1[nH]c(-c2ccccc2)nnc1-c1ccccc1,1,0.99,1,-4,0,0.99,0,-3,1.9
C=CCn1c(C)nnc1SCC(=O)Nc1nccs1,0,1,-4,0,-4,1,-1,6,-0.2
# The results go on.
SMILES,mIAP block,hIAP act,hIAP block,A3G deaminase,A3A deaminase,mIAP act,NR3A LBD binder,beta cell repl,MPTP block
Cc1cc(OC(=O)CNC(=O)OC(C)(C)C)c2c(C)cc(=O)oc2c1,7,1.3,-27,-7,-5,0.93,0,2,5.9
Cc1c(Cl)c([N+](=O)[O-])nn1CC(=O)Nc1c(C)n(C)n(-c2ccccc2)c1=O,-2,1,-1,-6,-3,1,10,3,-5.9
O=C(COC(=O)c1ccccc1C(=O)c1ccc(Cl)c([N+](=O)[O-])c1)NC1CC1,-10,0.96,4,-7,0,1.1,-3,-6,0.4
Cc1ccc2[nH]c(=O)c(C(c3nnnn3CC3CCCO3)N3CCc4ccccc4C3)cc2c1 (centres undefined),70*,1.1,-12,2,-1,0.3,0,-2,-0.6
CC(C)(C)c1ccc(/C=C/C(=O)NCCCn2ccnc2)cc1,4,1.1,-12,-6,-4,0.96,-1,-4,4.6
O=C(CCCN1C(=O)/C(=C/c2cccs2)SC1=S)Nc1ccc(O)cc1,11,1.1,-10,-4,-5,0.89,6,-5,1.4
CC12CCC(=O)N1C(C(=O)NNC(=O)c1ccccc1F)CS2 (centres undefined),-5,1.1,-7,-6,2,1,-2,1,1.6
Cc1ccc(C(c2sc3nc(C)nn3c2O)N2CCOCC2)cc1 (centres undefined),-2,0.98,2,1,1,1,2,0,-1.6
O=C(Nc1sc2c(c1C(=O)O)CCCCC2)c1ccccc1F,10,0.94,6,0,-5,0.9,-12,-5,3.9
